High-throughput results (PubChem)
DUSP3 inh – VHR1 phosphatase inhibitors, primary screen, biochemical, colorimetric, HTS. recombinant VHR phosphatase, colorimetric substrate read-out. Dual specificity protein phosphatase 3 (Homo sapiens), P51452. inhibition, % at 20 µM. 0.7% of 50,000 active; in the data active = inhibition above about 60%; also: some results filed as inactive read as strong as hits
Target sequence (P51452 whole entry, looked up): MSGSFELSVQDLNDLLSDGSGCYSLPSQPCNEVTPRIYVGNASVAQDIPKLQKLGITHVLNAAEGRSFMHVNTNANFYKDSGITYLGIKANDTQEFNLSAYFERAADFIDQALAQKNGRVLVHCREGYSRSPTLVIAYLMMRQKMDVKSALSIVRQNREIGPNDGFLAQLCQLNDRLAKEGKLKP
Starred values were filed as active, the others as inactive. An excerpt. The share of hits here may be higher or lower than overall.

SMILES	DUSP3 inh
Cc1cc(C)c(C(=O)/C(=C/c2ccccc2Cl)c2ccccc2)c(=O)[nH]1	-2
CC(=O)Nc1ccc(/C=C(/C#N)C(=O)NCc2ccco2)cc1	-29
Cc1ccnc(NS(=O)(=O)c2cc(C(C)(C)C)cc(C(C)(C)C)c2)c1	-12
COC(=O)C1C2C(=O)N(c3ccccc3)C(=O)C12c1ccc(Cl)cc1 (centres undefined)	-2
CNC(=S)N(C)/N=C/c1c(Cl)cccc1[N+](=O)[O-]	-50
CC(=O)Nc1cccc(NC(=O)c2ccc(C)cc2)c1	1
CCOc1ccc(/C=N/N2C(=O)C3C(C2=O)C2C=CC3C23CC3)cc1OC (centres undefined)	2
COc1ccc(NC(=O)c2ccc(C)c(C)c2)c(OC)c1	2
O=C(O)c1ccc(SC(C(=O)O)c2ccccc2)cc1 (centres undefined)	-15
COc1ccc2c(c1)nc(C)n2Cc1ccccc1	-8
COc1ccc(C2CC(=O)NC(SCc3ccccc3)=C2C#N)cc1OCc1ccccc1 (centres undefined)	-24
COc1ccccc1/C=N/NC(=O)C(=O)N1CCCC1	2
Cc1ccc(NC(=O)C(=O)NCCN2CCN(S(=O)(=O)c3ccc([N+](=O)[O-])cc3)CC2)cc1	-17
O=C(Nc1ccc(NC(=O)c2ccc([N+](=O)[O-])cc2Cl)cc1Cl)c1ccco1	-2
Cc1ccc2nsnc2c1NC(=O)c1cc2ccccc2o1	-4
O=C1CC(Sc2ccccc2)C(=O)N1c1ccc(Cc2ccc(N3C(=O)CC(Sc4ccccc4)C3=O)cc2)cc1 (centres undefined)	5
Cc1ccc(S(=O)(=O)NCCNc2c(Cl)cccc2[N+](=O)[O-])cc1	-9
Clc1ccc(Cc2nnn(-c3ccccc3)n2)cc1	-25
CCOc1cc(C=O)ccc1OCCN1CCOCC1	-4
COc1ccc(Cl)cc1C(=O)NCc1cccnc1	-19
CCC(=O)Nc1ccc(NC(=O)c2ccc(OC)c([N+](=O)[O-])c2)cc1	-8
COc1ccc(-c2nc3ccccc3c(=O)n2CCCn2ccnc2)cc1	0
Cc1ccc(OCCSc2nc(C)cc(=O)[nH]2)c(C(C)C)c1	-6
COc1ccc(Br)cc1CNCc1ccc(OC)c(OC)c1	-4
Cc1ccc(C(=O)N2CCN(c3ccc(Cl)cc3)CC2)cc1[N+](=O)[O-]	0
COc1cc(NC(=O)c2cnn3c2NC(c2cc(OC)c(OC)c(OC)c2)CC3C(F)(F)F)cc([N+](=O)[O-])c1 (centres undefined)	-8
CCOc1ccccc1NC(=O)Cc1ccc(Cl)cc1	-14
O=C1C(=C/C(Br)=C/c2ccccc2)SC(=S)N1Cc1ccccc1	-10
Cc1cc(C(=O)N/N=C/c2ccccc2OCC(=O)O)n[nH]1	-8
CCNC(=O)c1ccc(Cl)cc1Cl	0
COc1ccc(/C(C)=N/N2C(=O)c3ccccc3C2=O)c(OC)c1	86
Cc1ccc(/C=C/C(=O)Nc2ccc(Cl)cc2Cl)o1	74
CCn1cc(C(=O)O)c(=O)c2cc(-c3ccco3)ccc21	99
COc1ccc(N(CC(=O)Nc2cccc(Cl)c2)S(C)(=O)=O)cc1	-7
O=C(N/N=C/c1cccs1)C(O)c1ccccc1 (centres undefined)	-23
CC(C)(C)N1C(=O)c2ccc(C(=O)Nc3c[nH]c(=O)[nH]c3=O)cc2C1=O	-10
Cc1c(C(=O)O)cccc1-n1c(C)ccc1C	30
CCOc1cc(-c2nnc(-c3ccc(Br)o3)o2)cc(OCC)c1OCC	-62
COc1ccc(/C=C\C(=O)Nc2ccc3oc(-c4cccnc4)nc3c2)cc1	-4
O=C(Nc1cc(C(F)(F)F)cc(C(F)(F)F)c1)c1ccc(Br)o1	2
Fc1ccc(NC(=S)NCCC2=CCCCC2)cc1	1
CCOC(=O)Cn1c(=N)n(Cc2ccccc2Cl)c2ccccc21	5
Cc1ccccc1N1CC(C(=O)N/N=C\c2ccc(Br)cc2)CC1=O (centres undefined)	-6
O=C(NNS(=O)(=O)c1ccc(F)cc1)c1cccc(Br)c1	1
COc1cccc(C(=O)/C=C/c2ccc(OC)cc2OC)c1	3
COc1ccc(/C=C2/C(=O)N(c3ccccc3)N=C2C)c(OC)c1OC	-16
COC(=O)C1=NN(C(=O)c2ccc(Cl)cc2)C(O)(c2ccccc2)C1 (centres undefined)	15
CCC(C)C1C(C#N)=C(N)Oc2n[nH]c(-c3ccccc3)c21 (centres undefined)	-12
CC1(C)CC(=O)C2=C(C1)OC1=C(C(=O)CC(C)(C)C1)C2c1ccc(-c2nnc(N)s2)cc1	18
CSc1ccc(/C=C(\NC(=O)c2ccc(C)cc2)C(=O)Nc2cccc(F)c2)cc1	12
More records.
SMILES	DUSP3 inh
C=CCOc1ccc(Cl)cc1/C=C1/SC(=S)NC1=O	0
CN(C1=NC(=O)/C(=C\C=C\c2ccccc2)S1)c1ccc(O)cc1	-3
CSc1nc2c(c(=O)n1C1CCOC(C)(C)C1)C1(CCCCC1)Cc1ccccc1-2 (centres undefined)	-10
CN(C)C(=O)C1(C)CSSC(C)(C(=O)N(C)C)CSSC(C)(C(=O)N(C)C)CSS1 (centres undefined)	-6
CCOC(=O)c1c(NC(=O)COc2ccccc2)sc(C(=O)Nc2cc(C(F)(F)F)ccc2Cl)c1C	-3
Cc1ccc(C(=O)Nc2ccc(NC(=O)c3ccccc3)cc2)cc1S(=O)(=O)N1CCOCC1	2
Cc1cc(-c2ccc(C(C)C)cc2)c(C#N)c(N)n1	2
COc1cccc(-n2c(O)c(C=Nc3ccc(F)cc3)c(=O)[nH]c2=O)c1	-3
O=C(NCCOC(=O)c1ccc(S(=O)(=O)N2CCOCC2)cc1)c1cccnc1	-15
O=C(COc1ccc(Br)cc1)N1CCN(c2ccccn2)CC1	-22
COc1ccc(OC)c(C=Nc2ccc(I)cc2)c1	-16
CC1/C(=N\O)CC(c2ccco2)NC1c1ccco1 (centres undefined)	-10
Cc1ccc(N=Cc2ccccc2OCc2ccccc2)c(O)c1	8
C=CCn1c(O)c(C2=c3cc(Cl)ccc3=NC2=O)sc1=S	13
COc1ccc(C2C3=C(CC(c4ccccc4)CC3=O)Nc3ccccc3N2C(=O)C(C)C)cc1OC (centres undefined)	99*
O=C1OC(c2ccccc2)=C/C1=C\c1c(Cl)cccc1Cl	-6
O=C(CSc1nnnn1-c1ccccc1)NCc1ccccc1	-8
O=c1[nH]cc(N=Cc2ccc(Cl)cc2)c(=O)[nH]1	-31
Cc1ccc(S(=O)(=O)N2CCN(Cc3ccc(F)cc3)CC2)cc1	-11
Cc1ccc(-c2nnc(-c3cccs3)o2)cc1	-36
CCOC(=O)c1nnc2cc(-c3ccc(C)cc3)nn2c1C	-12
COc1ccc(C(=O)NC(C)Cc2ccccc2)cc1OC (centres undefined)	-12
Oc1ccccc1/C=N/Nc1nc2ccccc2s1	-12
O=C(Cc1ccccc1)Nc1ccc(-c2nc3cc(Cl)ccc3o2)cc1	-18
COc1ccc(/C=N/N=C(N)N)cc1	-27
Cc1ccc(N(CC(=O)N2CCOCC2)S(C)(=O)=O)cc1	6
Nc1nnc(SCC(=O)c2ccc(-c3ccccc3)cc2)s1	9
Cc1c(NC(=O)c2ccccc2Br)cccc1-c1nc2ccccc2o1	-19
O=C(Nc1ccccc1[N+](=O)[O-])c1ccc(-c2ccccc2)cc1	-11
Cc1ccc(C(=O)Oc2ccc(Br)cc2C(=S)N2CCOCC2)cc1	-15
CCc1ccc(/C=N\N2CCN(c3ccc(C)cc3)CC2)cc1	-3
COc1ccc(CNC(=O)C(=O)NCc2ccccc2)cc1	-4
CCOc1ccccc1N(CC(=O)NCCOC)S(=O)(=O)c1ccccc1	-10
COc1ccc(-c2nnc(NC(=O)c3ccccc3Br)s2)cc1OC	-2
Cc1ccccc1C(=O)Nc1sc2c(c1C(=O)N1CCN(C)CC1)CCCCC2	-6
COc1cc(NC(=O)c2cccc([N+](=O)[O-])c2C)cc(OC)c1	-1
O=C(Nc1nc2ccc([N+](=O)[O-])cc2s1)c1cc(Cl)cc(Cl)c1	-18
O=C(CSc1nc(O)cc(=O)[nH]1)N1c2ccccc2CCc2ccccc21	-11
CS(=O)(=O)N(CC(=O)Nc1ccccc1)c1ccc(Br)cc1	15
Clc1ccc(/C=N\N2CCN(c3ccc(Cl)cc3)CC2)cc1	-11
COc1ccc2oc(=O)c(C(=O)Nc3ccccc3F)cc2c1	12
O=C(NC1CS/C(=C/c2ccccc2)C1O)c1ccccc1 (centres undefined)	8
Cn1cccc1/C=C1/C(=O)NC(=S)N(c2ccc(Cl)cc2)C1=O	70*
O=C(c1cccc([N+](=O)[O-])c1)N1CCN(c2cccc(C(F)(F)F)c2)CC1	-31
O=C(CSc1nnc(SCC(=O)c2ccc(F)cc2)n1-c1ccccc1)c1ccc(F)cc1	-8
CC(C)CCC1(C)NC(=S)N(c2ccc(Cl)cc2)N1 (centres undefined)	2
O=C(Nc1ccccc1C(=O)Nc1ccc(Br)cc1)c1ccccc1	-6
CCOC(=O)C(CCCCOc1ccc(C)c(C)c1)C(=O)OCC	-17
O=[N+]([O-])c1ccc(N2CCCC2)c(F)c1Br	-11
CC1CC(=O)Nc2cc([N+](=O)[O-])ccc2N1 (centres undefined)	-2

Nothing new here: an excerpt of the list.
SMILES	DUSP3 inh
O=C(Cc1ccccc1)Nc1ccc(-c2nc3cc(Cl)ccc3o2)cc1	-18
COc1ccc(/C=N/N=C(N)N)cc1	-27
Cc1ccc(N(CC(=O)N2CCOCC2)S(C)(=O)=O)cc1	6
Nc1nnc(SCC(=O)c2ccc(-c3ccccc3)cc2)s1	9
Cc1c(NC(=O)c2ccccc2Br)cccc1-c1nc2ccccc2o1	-19
O=C(Nc1ccccc1[N+](=O)[O-])c1ccc(-c2ccccc2)cc1	-11
Cc1ccc(C(=O)Oc2ccc(Br)cc2C(=S)N2CCOCC2)cc1	-15
CCc1ccc(/C=N\N2CCN(c3ccc(C)cc3)CC2)cc1	-3
COc1ccc(CNC(=O)C(=O)NCc2ccccc2)cc1	-4
CCOc1ccccc1N(CC(=O)NCCOC)S(=O)(=O)c1ccccc1	-10
COc1ccc(-c2nnc(NC(=O)c3ccccc3Br)s2)cc1OC	-2
Cc1ccccc1C(=O)Nc1sc2c(c1C(=O)N1CCN(C)CC1)CCCCC2	-6
COc1cc(NC(=O)c2cccc([N+](=O)[O-])c2C)cc(OC)c1	-1
O=C(Nc1nc2ccc([N+](=O)[O-])cc2s1)c1cc(Cl)cc(Cl)c1	-18
O=C(CSc1nc(O)cc(=O)[nH]1)N1c2ccccc2CCc2ccccc21	-11
CS(=O)(=O)N(CC(=O)Nc1ccccc1)c1ccc(Br)cc1	15
Clc1ccc(/C=N\N2CCN(c3ccc(Cl)cc3)CC2)cc1	-11
COc1ccc2oc(=O)c(C(=O)Nc3ccccc3F)cc2c1	12
O=C(NC1CS/C(=C/c2ccccc2)C1O)c1ccccc1 (centres undefined)	8
Cn1cccc1/C=C1/C(=O)NC(=S)N(c2ccc(Cl)cc2)C1=O	70*
O=C(c1cccc([N+](=O)[O-])c1)N1CCN(c2cccc(C(F)(F)F)c2)CC1	-31
O=C(CSc1nnc(SCC(=O)c2ccc(F)cc2)n1-c1ccccc1)c1ccc(F)cc1	-8
CC(C)CCC1(C)NC(=S)N(c2ccc(Cl)cc2)N1 (centres undefined)	2
O=C(Nc1ccccc1C(=O)Nc1ccc(Br)cc1)c1ccccc1	-6
CCOC(=O)C(CCCCOc1ccc(C)c(C)c1)C(=O)OCC	-17
O=[N+]([O-])c1ccc(N2CCCC2)c(F)c1Br	-11
CC1CC(=O)Nc2cc([N+](=O)[O-])ccc2N1 (centres undefined)	-2

The list goes on.
SMILES	DUSP3 inh
Cc1ccc(/C=C2\N=C(c3ccc(Cl)cc3)OC2=O)cc1	-15
COC(=O)c1ccccc1NC(=O)C(c1ccccc1)c1ccccc1	-8
COc1ccc(/C=C2/SC(=O)NC2=O)cc1[N+](=O)[O-]	1
Cc1cc(C)c(Cc2cc([N+](=O)[O-])ccc2C)c(C)c1	-4
Cc1ccc(C)c(NC2=NC3(CCCC3)N=C(N)N2)c1	-17
CC1C(=O)N(c2ccc(Cl)c(Cl)c2)C(=N)N1c1nc(N(C)C)nc(N(C)C)n1 (centres undefined)	-5
COc1cc(-c2csc(/C(C#N)=C/Nc3cccc(F)c3)n2)ccc1O	-29
COc1ccc(C2Nc3ccccc3C(=O)N2Cc2ccco2)cc1COc1ccccc1F (centres undefined)	-5
Brc1ccc2c(c1)Nc1nc3nonc3nc1N2	-3
Cc1ccc2nc(-c3cc(N)ccc3Cl)oc2c1	-4
CCOC(=O)C1=C(C)NC(SC)=NC1c1ccc(OC)cc1 (centres undefined)	1
CCOC(=O)c1c(NC(=O)c2ccc(Cl)c([N+](=O)[O-])c2)sc(C(=O)Nc2ccccc2OC)c1C	-17
CCCC(C(=O)O)P(=O)(c1ccccc1)c1ccccc1 (centres undefined)	-5
COc1ccc(-c2nnc(Nc3ccc(O)cc3)c3ccccc23)cc1	1
COc1ccccc1N1CCN(C(=O)c2cccc(I)c2)CC1	1
Cn1c2ccccc2c2nnc(SCC(=O)N(c3ccccc3)c3ccccc3)nc21	-11
CCOC(=O)C(O)C1CCc2c([nH]c3ccc(C)cc23)C1=O (centres undefined)	-8
NC1=C(N2CCCCC2)C(=O)c2ccccc2C1=O	1
O=C1C2C3C=CC(C3)C2C(=O)N1/N=C/c1ccc(-c2ccc(Cl)c([N+](=O)[O-])c2)o1 (centres undefined)	-32
CCc1nccn1S(=O)(=O)c1cc(Cl)ccc1OC	-9
COc1ccc(C(=O)Nc2ccccc2C(=O)NC(C(=O)N2CCOCC2)C(C)C)cc1 (centres undefined)	3
COc1ccc(NC(=O)C(=O)NCc2ccccc2)cc1Cl	-2
O=c1/c(=C/c2ccccc2OCCOc2ccc([N+](=O)[O-])cc2)sc2nc3ccccc3n12	-32
Cc1cccc(C(=O)Nc2sc(C)c(C)c2C(N)=O)c1	-1
O=C(CNC(=O)OCc1ccccc1)NCC(=O)Nc1ccc(Br)cc1C(=O)c1ccccc1	27
COc1ccc(Br)cc1/C=C\C(=O)Nc1ccc([N+](=O)[O-])cc1OC	2
COC(=O)CSc1nc(N)c2c3c(sc2n1)CC(C(C)(C)C)CC3 (centres undefined)	-6
CC(C)CNc1nc(-c2ccccc2)nc2ccccc12	0
O=S(=O)(NCc1ccc(F)cc1)c1ccc2ccccc2c1	-3
